Bioassay records from PubChem.
PP5 inh – PP5 (human) phosphatase inhibition; purified PP5c, OMFP substrate fluorescence; inhibition, % at 6.7 µM; actives 0.18% (n = 320,000); P53041;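 active = inhibition above the campaign's mean inhibition across all tested compounds plus 3 SD, cut at about 9.5% in these data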;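 note: 0% = DMSO only and 100% = 100 µM cantharidin control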
CR mimetic SO – lowers age-related superoxide in aged yeast cells. S. cerevisiae aged cells, superoxide DHE fluorescence; hits give low values. superoxide response (% of plate mean), % at 10 µM. actives 0.18% (n = 330,000). AID 2690;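 active = superoxide response under a set limit, about three screen SD below normal, cut at about 65% in these data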;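 note: yeast aged for seven days with compound at 30 °C before DHE staining; 100% = average MFI of all compound-treated wells on the plate with controls excluded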
ZTA counter – ZTA (EBV) inhibition in EBNA-1 counter-screen. P03206. ZTA-DNA binding, fluorescence polarization. inhibition, % at 11 µM. actives 0.15% (n = 320,000); in the data active = inhibition above about 33%
JMJD2C inh – inhibitors of human GASC-1 (JMJD2C) demethylase; Q9H3R0; actives 0.069% (n = 330,000); AID 2099; inhibition, % at 2.35 µM; GST-JMJD2C(1-420) H3K9me3 demethylation, DELFIA europium;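 active = more than half of a compound's replicate wells show inhibition beyond 50%, single wells judged on their own value; inconclusive = some, but no more than half, of replicates pass 50% inhibition; inactive = no replicate passes 50% inhibition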;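 note: signal counts dimethyl H3K9 product captured on neutravidin plate; 0% = median of DMSO wells and 100% = 0.3 times that DMSO median; strong numbers were not always called active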
Target sequence (Q9H3R0 1-420 limits assumed): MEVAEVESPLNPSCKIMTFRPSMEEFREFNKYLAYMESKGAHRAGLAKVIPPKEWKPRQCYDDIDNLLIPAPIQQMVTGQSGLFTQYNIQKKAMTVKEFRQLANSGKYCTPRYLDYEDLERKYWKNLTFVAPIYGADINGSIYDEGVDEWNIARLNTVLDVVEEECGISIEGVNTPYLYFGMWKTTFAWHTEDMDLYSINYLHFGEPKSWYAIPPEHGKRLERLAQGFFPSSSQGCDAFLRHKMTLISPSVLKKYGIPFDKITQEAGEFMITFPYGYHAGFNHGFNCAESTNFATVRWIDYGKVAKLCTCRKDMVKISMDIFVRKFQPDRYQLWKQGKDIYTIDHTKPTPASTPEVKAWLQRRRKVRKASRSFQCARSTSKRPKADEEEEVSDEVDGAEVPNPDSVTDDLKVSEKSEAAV
CTSL1 counter – counter-screen for PFM18AAP inhibitors: inhibitors of F. hepatica cathepsin L1; recombinant F. hepatica cathepsin L1, Z-Leu-Arg-MCA fluorescence; inhibition, % at 5.96 µM; actives 0.49% (n = 300,000);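 active = inhibition above the mean of all tested compounds plus 3 SD, set per screening campaign, cut at about 17% in these data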;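 note: 0% = plate median of test compound wells and 100% = 1 µM Z-Phe-Ala-diazomethylketone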
core dimer inh – blocks dimerization of HCV core protein. actives 0.33% (n = 300,000). AID 1899. inhibition, % at 5 µM. TR-FRET GST/Flag-core106 dimerization, 1536-well;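 active = inhibition above the mean of all tested compounds plus 3 SD, set per screening campaign, cut at about 45% in these data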
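Assay system: tagged HCV core106 pair (GST and Flag); medium: KF-containing HEPES buffer, pH 7.45, DTT, CHAPS, BSA; also added: Eu donor and XL665 acceptor anti-tag antibodies; dosing: 5 µM single dose; timing: compound-protein-antibody incubation 4 h at 22.5 °C; signal: TR-FRET 671 and 617 nm emission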
TPT1 inh – inhibitors of Candida albicans tRNA 2'-phosphotransferase TPT1; recombinant caTPT1, FP RNA substrate dephosphorylation; inhibition, % at 5 µM; actives 0.81% (n = 300,000); AID 1962;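 active = inhibition above the mean of all tested compounds plus 3 SD, set per screening campaign, cut at about 24% in these data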;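 note: plate controls were DMSO alone for no effect and ferristatin control at 100 nM for full effect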
PP1 counter – PP1-alpha (human) inhibition in PP5 counter-screen; purified PP1alpha, OMFP fluorescence; P62136; actives 0.9% (n = 320,000); inhibition, % at 6.7 µM; AID 2235;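 active = inhibition above the mean inhibition of all tested compounds plus 3 SD, computed separately for each screening campaign, cut at about 15% in these data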
Target sequence (P62136 whole entry, looked up): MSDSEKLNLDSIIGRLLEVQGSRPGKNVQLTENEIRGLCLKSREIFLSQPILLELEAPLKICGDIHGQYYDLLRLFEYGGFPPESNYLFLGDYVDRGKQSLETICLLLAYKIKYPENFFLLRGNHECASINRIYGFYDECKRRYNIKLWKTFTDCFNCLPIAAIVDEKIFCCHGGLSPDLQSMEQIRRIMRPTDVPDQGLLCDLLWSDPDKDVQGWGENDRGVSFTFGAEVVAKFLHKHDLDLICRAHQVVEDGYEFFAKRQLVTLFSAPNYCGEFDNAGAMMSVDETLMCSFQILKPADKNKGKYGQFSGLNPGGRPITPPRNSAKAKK
EBNA-1 inh – blocks EBNA-1 binding to DNA | EBNA-1 DNA binding, fluorescence polarization | inhibition, % at 14.8 µM | actives 0.34% (n = 300,000); in the data active = inhibition above about 28%
* = called active by the depositor; ? = inconclusive; / = no result given.

#1 O=C(NCCCN1CCN(Cc2ccccc2)CC1)C1CCN(c2nnc(-n3cccc3)s2)CC1
#2 COc1ccc(NC(=O)c2ccc(NC(=O)C(C)C)cc2)c([N+](=O)[O-])c1
#3 COc1cc(C)c(Cl)cc1S(=O)(=O)n1cnc(C)c1
#4 Cc1noc(C)c1CCC(=O)N1CCCC(CO)(Cc2ccccc2)C1 (configuration not stated)
#5 O=C(NN1CCOCC1)c1cc(-c2ccc(Br)cc2)nc2ccccc12
#6 COc1ccc(Oc2nc(C)cc(C)c2S(=O)(=O)c2ccc(C)cc2)cc1
#7 CCCC[C@@H]1CNC(=O)C(=O)N1CC(C)(C)C
#8 CC(C)(C)NS(=O)(=O)c1ccc(NC(=O)C2CC(=O)N(CCc3ccc(F)cc3)C2)cc1 (configuration not stated)
screen / no.	1	2	3	4	5	6	7	8
PP5 inh	1.1	-5.6	-0.1	0.4	1.2	6.2	0.2	-0.2
CR mimetic SO	98	86	124	83	107	120	107	90
ZTA counter	-9	-2	3	-4	-13	3	6	-5
JMJD2C inh	3	-4	14	0	-1	-6	3	-5
CTSL1 counter	-2	-6	4	0	-3	-2	1	0
core dimer inh	-5	-25	5	1	1	8	-21	3
TPT1 inh	-4	0	-2	0	1	2	-4	2
PP1 counter	-1	7	-2	-3	-5	6	-3	-1
EBNA-1 inh	-2	-21	5	6	11	-11	16	-17

#9 Cc1ccc(NC(=O)COC(=O)c2ccn(C)n2)cc1
#10 Cc1c(NC(=O)c2ccc(-c3ccc([N+](=O)[O-])cc3Cl)o2)c(=O)n(-c2ccccc2)n1C
#11 COc1cccc(-c2ccc(NC(=O)C3CCCN(Cc4cnn(C)c4)C3)cc2)c1 (configuration not stated)
#12 COC(=O)COc1ccc(Oc2nc(SC)nc(N(C)C)n2)nn1
#13 CCOC(=O)CN1C(=O)S/C(=C/c2ccc(OC)c([N+](=O)[O-])c2)C1=O
#14 COC(=O)Cc1cc(=O)n2[nH]c(C(F)(F)F)nc2n1
#15 O=S(=O)(CCN1CCSCC1)c1ccc(Cl)cc1
#16 CCOc1ccc(NC(=O)CSc2ccc(-c3ccco3)nn2)cc1
screen / no.	9	10	11	12	13	14	15	16
PP5 inh	1.4	0.1	2.5	-1.1	0.7	-0.8	-1.9	2.0
CR mimetic SO	110	105	108	99	104	109	108	118
ZTA counter	1	4	-9	1	0	8	-7	-12
JMJD2C inh	4	3	45	-24	6	2	-7	-4
CTSL1 counter	-1	-1	-3	-1	4	-1	2	2
core dimer inh	-3	6	-3	0	9	-6	-8	15
TPT1 inh	-1	0	-1	-2	0	-3	0	1
PP1 counter	1	-1	-2	-6	-2	-3	-3	-1
EBNA-1 inh	-2	-3	-19	-7	-6	-8	-11	2

A draw from above in order of SMILES length, rising:
#15 O=S(=O)(CCN1CCSCC1)c1ccc(Cl)cc1
#7 CCCC[C@@H]1CNC(=O)C(=O)N1CC(C)(C)C
#14 COC(=O)Cc1cc(=O)n2[nH]c(C(F)(F)F)nc2n1
#16 CCOc1ccc(NC(=O)CSc2ccc(-c3ccco3)nn2)cc1
#13 CCOC(=O)CN1C(=O)S/C(=C/c2ccc(OC)c([N+](=O)[O-])c2)C1=O
#8 CC(C)(C)NS(=O)(=O)c1ccc(NC(=O)C2CC(=O)N(CCc3ccc(F)cc3)C2)cc1 (configuration not stated)
#10 Cc1c(NC(=O)c2ccc(-c3ccc([N+](=O)[O-])cc3Cl)o2)c(=O)n(-c2ccccc2)n1C
screen / no.	15	7	14	16	13	8	10
PP5 inh	-1.9	0.2	-0.8	2.0	0.7	-0.2	0.1
CR mimetic SO	108	107	109	118	104	90	105
ZTA counter	-7	6	8	-12	0	-5	4
JMJD2C inh	-7	3	2	-4	6	-5	3
CTSL1 counter	2	1	-1	2	4	0	-1
core dimer inh	-8	-21	-6	15	9	3	6
TPT1 inh	0	-4	-3	1	0	2	0
PP1 counter	-3	-3	-3	-1	-2	-1	-1
EBNA-1 inh	-11	16	-8	2	-6	-17	-3

Continued.
#17 CN(C)S(=O)(=O)c1ccc(N2CCCC2)c(C(=O)Nc2cccc(F)c2)c1
#18 O=C1CCCC(=NCc2ccco2)C1
#19 CCn1cc(C2=NOC(C(=O)Nc3ccccc3C(=O)OC)C2)c(C)n1 (configuration not stated)
#20 CCOC(=O)N1CCN(C(=O)CSc2nnc(Cc3cccn3C)n2CCc2ccccc2)CC1
#21 CCCNC(=O)CN1C(=O)c2ccccc2Sc2ncccc21
#22 CN(C)c1ccc(C2Nc3ccccc3C(=O)N2CCCN2CCOCC2)cc1 (configuration not stated)
#23 O=C(CCCCCNC(=O)N1CCn2c1nc1ccccc12)NCc1ccc(F)cc1
#24 COC(=O)c1c(C(=O)OC)c(-c2cccc(F)c2)n2c1CS(=O)C2 (configuration not stated)
screen / no.	17	18	19	20	21	22	23	24
PP5 inh	4.7	2.7	-0.5	-1.8	1.3	1.1	0.3	0.8
CR mimetic SO	99	104	99	97	95	99	91	99
ZTA counter	-1	0	-16	11	1	-20	3	-8
JMJD2C inh	-6	-3	0	-2	-2	4	?	9
CTSL1 counter	-6	-4	-2	0	-4	-2	1	2
core dimer inh	0	-4	-2	5	-1	-3	-4	-2
TPT1 inh	2	2	-1	5	-1	-2	0	-1
PP1 counter	-4	-5	-2	-3	3	-1	-5	-4
EBNA-1 inh	4	-5	2	-1	2	-9	7	-15

#25 COc1ccc(CNC(=O)CS(=O)CC(=O)O)cc1OC (configuration not stated)
#26 O=c1c2cc(N3CCOCC3)ccc2[nH]c(=S)n1CCCN1CCCCCC1
#27 C#CCOCCOCCOCCNc1nc(N2CCN(C(=O)[C@H]([C@@H](C)CC)n3cc(CCCN=C(N)N)nn3)CC2)nc(N2CCN(C(=O)[C@H](CCCCN)n3cc(CCC(=O)O)nn3)CC2)n1
#28 O=c1c(Cl)nc2cc(Cl)ccc2n1CCNc1ncc(C(F)(F)F)cc1Cl
#29 O=C(CN1C2=NCCN2c2ccccc21)c1ccco1
#30 CC(=O)c1c(C)nc2nonc2c1N
#31 C=CCN(Cc1cn(C)nc1-c1cccc(Cl)c1)C1CCS(=O)(=O)C1 (configuration not stated)
#32 COCCCNS(=O)(=O)c1cc2c3c(c1)C(C)C(=O)N3CCC2 (configuration not stated)
screen / no.	25	26	27	28	29	30	31	32
PP5 inh	-4.1	-0.1	-1.4	1.8	-0.9	1.1	-1.7	2.9
CR mimetic SO	142	123	78	137	91	103	94	104
ZTA counter	-6	3	4	1	-2	0	-6	-7
JMJD2C inh	-5	-2	-6	9	-2	-11	-11	1
CTSL1 counter	-3	-4	0	0	1	-5	-3	-1
core dimer inh	-8	11	-6	-50	0	0	3	-3
TPT1 inh	-5	3	-3	0	0	0	-2	-1
PP1 counter	-2	9	2	-4	0	6	0	-4
EBNA-1 inh	-16	-18	14	-5	7	13	-5	-29

#33 CC1(C)OC(=O)C(=NNc2ccccc2)C(=O)O1
#34 CCc1ccc(OCC(=O)Nc2nnc(C3CCCC3)s2)cc1
#35 O=C(Cn1c(COc2ccccc2)nc2ccccc21)Nc1cc(Cl)c(Cl)cc1Cl
#36 C[C@H](NC(=O)c1nc[nH]c1C(=O)N[C@@H](Cc1ccccc1)C(=O)OCc1ccccc1)C(=O)OCc1ccccc1
#37 C/C(=N\NC(=O)Nc1ccccc1)c1ccc2ccccc2c1
#38 O=C(NCCN1CCOCC1)c1cc(-c2ccc(Cl)cc2)on1
#39 O=C(CCCN1Cc2ccccc2C1)c1ccc(F)cc1
#40 Cc1nc(SCC(=O)N(C)C2(C#N)CCCCC2)c2ccccc2n1
screen / no.	33	34	35	36	37	38	39	40
PP5 inh	0.5	2.4	-3.0	7.1	0.2	0.7	-1.1	-1.2
CR mimetic SO	134	105	91	98	86	96	83	94
ZTA counter	13	7	7	1	8	-15	-9	-3
JMJD2C inh	-3	-3	-9	4	2	21	2	5
CTSL1 counter	9	-5	2	0	3	-1	6	/
core dimer inh	9	10	10	-4	4	-6	0	/
TPT1 inh	2	2	1	-1	0	-1	0	/
PP1 counter	-2	6	1	7	-1	0	-2	-1
EBNA-1 inh	7	7	8	4	6	3	3	/

#41 O=C(Nc1ccc(N2CCOCC2)nc1N1CCOCC1)c1cccc(C(F)(F)F)c1
#42 O=C(c1ccoc1)N1CCC2(CC1)Oc1ccc(Cl)cc1C(=O)C21CC(c2ccc(Cl)cc2)=NO1 (configuration not stated)
#43 CCc1ccc(NC(=O)CN(C)S(=O)(=O)c2ccc3[nH]c(=O)oc3c2)cc1
#44 COc1ccc(NC(=O)CS(=O)CC(=O)Nc2ccc(OC)c(OC)c2)cc1 (configuration not stated)
#45 COc1ccc(-n2c(=O)c3ccccc3n(CC(=O)NCc3ccco3)c2=O)cc1
#46 COc1ccc(NC(=S)Nc2ccc(F)cc2)cc1
#47 S=C(Nc1ccccc1)Nc1ccc(Cl)cn1
#48 O=C(Nc1cccc(-c2ccc3nncn3n2)c1)C(F)(F)F
#49 COc1cc(C2C3C(=O)N(c4ccccc4)C(=O)C3ON2c2ccccc2)cc(OC)c1OC (configuration not stated)
#50 O=C(c1cccs1)N1CCN(C/C=C/c2ccccc2)CC1
#51 CC(C)C(NS(=O)(=O)c1ccccc1)C(=O)NC1CCCC1 (configuration not stated)
screen / no.	41	42	43	44	45	46	47	48	49	50	51
PP5 inh	1.2	2.9	1.2	1.4	-0.2	2.6	0.3	0.5	1.8	1.1	0.6
CR mimetic SO	100	101	99	97	110	106	109	89	106	90	99
ZTA counter	-6	2	-5	9	7	3	26	-11	-3	5	-5
JMJD2C inh	3	-18	-3	0	-3	4	16	-17	3	7	4
CTSL1 counter	-3	2	-1	9	-1	1	1	-2	4	-1	2
core dimer inh	-3	16	2	-2	3	-1	1	-8	6	-2	-1
TPT1 inh	-3	-1	-4	1	0	0	-1	-2	-4	-2	1
PP1 counter	-7	8	1	-6	-2	0	0	-5	1	-1	-1
EBNA-1 inh	-5	-8	1	6	-4	9	5	-3	0	0	-2
